PAX8 reporter: inhibitors of PAX8-driven TPO luciferase reporter, primary screen, RMG-I cells, single concentration; 360,000 compounds, 1.2% hits; inhibition, % at 12.6 µM; AID 652154, 2013; SteadyGlo, 24 h;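 active = mean replicate inhibition at least 60% with every replicate also reaching 60%; inconclusive = only one of the two criteria is met; inactive = mean below 60% and not all replicates reaching 60%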;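 also: luciferase light reporting Pax8 driven TPO promoter activity; plate controls were median of neutral control wells for no effect and mitoxantrone controls for full effect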
Cneo AK release: Cryptococcus neoformans cell lysis inducers, primary screen, AK release luminescence, single concentration. C. neoformans lysis, adenylate kinase release luminescence, 4 h; normalised: neutral wells 0, clomiphene wells 100. lysis activity, % at 15 µM. 360,000 compounds, 0.2% hits;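 active = mean lysis activity across replicates of at least 80%, whatever share of replicates individually reach that level; inactive = mean lysis activity below 80%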
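Material – Cryptococcus neoformans yeast cells · Quantity – 5 × 10^6 yeast cells/mL · Buffer or medium – YPD medium · Compound – single dose · Timing – 4 h static compound exposure, 37 °C, read 1 h post-reagent · Signal – adenylate kinase release luminescence · Read-out basis – lysis from increased AK signal · Benchmarks – Clomiphene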
PglD inh: C. jejuni PglD acetyltransferase inhibitors, primary screen, biochemical, DTNB colorimetric, single point. UDP-N-acetylbacillosamine N-acetyltransferase PglD (Campylobacter jejuni). purified PglD enzyme, DTNB colorimetric CoA detection. inhibition, % at 12.5 µM. 360,000 compounds, 0.098% hits; in the data active = inhibition above about 16%, passing the limit was not always enough; inconclusive = no clear call, values can overlap the other calls; also: strong numbers were not always called active
LGR2 antag: inhibitors of bursicon-induced LGR2 CRE-luciferase signal, primary screen, cell-based, HEK293, CRE-luciferase reporter, bursicon stimulation | Drosophila bursicon receptor LGR2 (rickets) | bursicon-stimulated, 4 h | inhibition, % at 9.99 µM | 380,000 compounds, 0.35% hits | AID 720647, 2013;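 active = drop in luminescence signal, shown as inhibition above about 50% in the replicate tests, limit read from the data, passing the limit was not always enough; inconclusive = probably only some replicates passing the limit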;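 also: agonist challenge used bursicon conditioned medium at about half maximal strength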
GSIS activator: GLuc luminescence reporter in INS-1E cells, primary screen for activators of glucose-dependent secretion of insulin; activation, % at 16.6 µM; INS-1E GLuc reporter insulin secretion, 2-3 h; 370,000 compounds, 0.61% hits; AID 743287, 2014;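 active = lowest replicate activation of at least 40%, so every replicate reaches that level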;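 also: 0% = median of neutral control wells and 100% = median of IBMX positive control wells; some compounds called inactive have numbers as strong as hits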
ARNT-TACC3 inh: disruptors of ARNT/TACC3 protein interaction, primary screen, biochemical, AlphaScreen, single concentration; Transforming acidic coiled-coil-containing protein 3 (Homo sapiens), Q9Y6A5; AlphaScreen His-ARNT PAS-B/GST-TACC3 binding, luminescence; TACC3 fragment carries E629A point mutation; 390,000 compounds, 0.66% hits; inhibition, % at 9.99 µM; AID 623870, 2012;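 active = mean inhibition of replicates at least 50% and at least half of replicates each reaching 50%; inconclusive = half or more replicates reach 50% but mean below 50%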;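 also: 0% = complete ARNT plus TACC3 wells and 100% = ARNT alone without TACC3; many hits fall short of the cut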
PGC1a acetyl inh: inhibitors of PGC1a acetylation signal, primary screen, cell-based, U2OS, AlphaScreen, inhibitor mode. AlphaScreen anti-acetyl-lysine; with virally co-expressed GCN5 acetyltransferase. inhibition, % at 15.6 µM. 350,000 compounds, 0.17% hits;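 active = every replicate shows inhibition of at least 40%; inconclusive = mean inhibition at least 40% but some replicate below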;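 also: 0% = neutral control wells and 100% = positive control wells; some results beyond the cut were filed as inactive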
C2C12 statin: suppressors of statin myotoxicity in C2C12 myotubes, primary screen, cell-based, single point, plate reader | rescue of ATP level, % at 7.49 µM | 330,000 compounds, 0.78% hits | C2C12 myotubes + simvastatin, ATP luminescence, 48 h; scaled: DMSO 0, geranylgeraniol control 100;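 active = mean ATP rescue above about 67%, or every replicate alone reaching that limit, limit read from the data, passing the limit was not always enough; inconclusive = no clear call, values can overlap the other calls; inactive = mean under the limit and some replicate under it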;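 also: myotubes were challenged with 10 µM simvastatin during compound exposure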
The depositor's hits bear a star; ? = inconclusive; nt = no result given.

entry	canonical_smiles	PAX8 reporter	Cneo AK release	PglD inh	LGR2 antag	GSIS activator	ARNT-TACC3 inh	PGC1a acetyl inh	C2C12 statin
1	Cc1nc(NC(=O)CSc2nnc(Cn3nnc4ccccc43)n2C)sc1C	12	nt	nt	-5	1	2	nt	nt
2	CCCCN(C(=O)NC(=O)Nc1ccccc1OC)S(C)(=O)=O	nt	2	10	nt	nt	-7	-2	-2
3	OC(c1ccc(Cl)c(F)c1)c1ncc(-c2ccccc2C(F)(F)F)[nH]1 (stereo unspecified)	15	-1	1	15	nt	nt	-4	-9
4	Cc1cc(NC(=O)CSCC(=O)OCC(=O)Nc2cc(C)c(C)cc2[N+](=O)[O-])no1	-7	nt	nt	-22	1	1	nt	-8
5	O=Cc1ccc(F)c([B-](F)(F)F)c1	-2	7	1	0	10	-9	17	-7
6	CCOC(=O)c1cnc2nc(NCc3ccc(OC)c(OC)c3)[nH]n2c1=O	nt	-3	7	nt	nt	7	1	-8
7	COCCn1c(=O)[nH]c2cc(C(=O)Nc3cc(C)cc(C)c3)ccc2c1=O	-3	-8	-1	0	3	-6	2	-8
8	CC(=O)N(C)C[C@H]1Oc2cc(C#CC(C)C)ccc2S(=O)(=O)N([C@H](C)CO)C[C@@H]1C	nt	0	13	-10	-5	1	7	10
9	S=C(NCc1ccccn1)Nc1ccc(Cl)cc1Cl	nt	14	6	nt	nt	-44	-4	-9
10	O=C(Nc1ccc(Br)c2cccnc12)c1ccc(Cn2cc(Cl)cn2)o1	10	nt	nt	5	-9	1	nt	nt
11	Cc1c2c(c(C)n1C)C(C(=O)NC1CCCCC1)N(Cc1ccccc1)C2=O (stereo unspecified)	-3	-3	0	8	-42	-4	-12	2
12	COc1cc(/C=C/c2ccc3cccc(O)c3n2)cc(OC)c1OC	-7	0	3	-58	13	-17	-7	14
13	C[C@H]1CN([C@@H](C)CO)C(=O)Cc2cc(NS(C)(=O)=O)ccc2O[C@@H]1CN(C)C(=O)Nc1ccc(C(F)(F)F)cc1	6	1	0	4	-12	1	-7	8
14	CCCCN(C(=O)c1ccc(C)o1)c1c(N)n(CC(C)C)c(=O)[nH]c1=O	-14	1	5	10	nt	1	2	-7
15	COC(=O)C(C(=O)OC)C(C[N+](=O)[O-])c1ccc(OC)c(OC)c1 (stereo unspecified)	-20	-2	0	nt	nt	-5	-3	2
16	CC(=O)Nc1ccc(OCCCNC(=O)c2c(-c3ccccc3)noc2C)cc1	4	nt	nt	-5	15	6	6	nt
17	CCCC#Cc1ccc([C@@H]2[C@@H](CO)N3CCCCN(S(C)(=O)=O)C[C@H]23)cc1	6	0	5	-18	-5	-4	-1	25
18	O=C(NCCc1ccccc1)c1cccnc1	-117	-2	6	nt	nt	0	-2	-3
19	COc1ccccc1NC(=O)C(C)OC(=O)CCCN=C1NS(=O)(=O)c2ccccc21 (stereo unspecified)	-9	-2	0	0	17	1	nt	nt
20	COc1ccc(NC(=O)Nc2ccc3c(c2)CC(=O)N([C@@H](C)CO)C[C@@H](C)[C@@H](CN(C)Cc2ccc4c(c2)OCO4)O3)cc1	nt	2	9	4	-10	3	3	-12
21	O=C(CCc1ccccc1)Nc1ccnn1C1CCN(C/C=C/c2ccccc2)CC1	-4	1	-4	-3	-2	4	-1	3
22	CCOCCCn1c(SCC(=O)N2CCOCC2)nc2ccccc2c1=O	7	0	nt	15	40	1	nt	0
23	CC(SCc1ccccc1)C(=O)Nc1ccccc1F (stereo unspecified)	5	0	-1	7	3	nt	-7	5
24	CCOc1ccc(CN(C)CC(=O)Nc2ccc(N3CCOCC3)cc2)cc1OC	7	nt	nt	5	9	-22	nt	nt
25	O=c1cc2c(c(-c3ccccc3)n1Cc1ccccc1)[C@@H](CCO)NC2	0	2	-5	11	-3	-7	-3	-8
26	Cc1ccc(NC(=O)Cn2c(=O)n(CCCCC(=O)NCc3ccco3)c(=O)c3ccccc32)cc1	nt	0	5	nt	nt	-2	-8	nt
27	COCCCN1C(=O)c2ccc(C(=O)OCC(=O)NCc3cccc(OC)c3)cc2C1=O	-2	-1	3	3	4	1	3	-2
28	CN1CCC(Oc2ccccc2Sc2ccc(C(F)(F)F)cc2)CC1	-25	nt	nt	13	-10	-8	nt	nt
29	CCn1c(C)cc2c(c1=O)C(c1ccccc1Br)C(C#N)=C(N)O2 (stereo unspecified)	21	-2	1	nt	14	4	3	2
30	CC(=O)Nc1ccc(Nc2ccc(N3C(=O)CCCC3=O)cc2[N+](=O)[O-])cc1	-5	-1	3	-31	2	3	7	-3
31	CCOc1ccccc1C1C(C(N)=O)=C(C)Nc2nc(-c3cccc(C)c3)nn21 (stereo unspecified)	-11	-2	-2	nt	nt	-4	-7	53
32	CCCN1CCN(C(=O)c2nn(-c3ccc(OC)cc3)c(=O)c3c2c2ccccc2n3C)CC1	6	nt	nt	19	5	8	-10	-1
33	O=C(CN1CCN(c2ccc(C(F)(F)F)cn2)CC1)Nc1ccc2c(c1)OCO2	11	nt	nt	13	-1	-4	-3	nt
34	O=C(Nc1ccc(OC(F)(F)F)cc1)C1CCCN(C(=O)c2ccc(Cl)cc2)C1 (stereo unspecified)	10	0	0	11	-12	14	5	-11
35	O=C(C1CCC(=O)N(C2CC2)C1)N1CCN(c2cccc(Cl)c2)CC1 (stereo unspecified)	8	0	-3	2	27	2	1	-4
36	N#Cc1ccc(-c2ccc([C@H]3[C@H]4CNCC(=O)N4[C@H]3CO)cc2)cc1	-9	nt	nt	-10	-3	nt	2	nt
37	Cn1cnc(S(=O)(=O)N2CCCC(c3cc(C(=O)Nc4ccc(F)c(Cl)c4)no3)C2)c1 (stereo unspecified)	-43	0	-5	-35	-22	nt	-4	-4
38	C[C@H]1CN([C@@H](C)CO)C(=O)c2cc(NC(=O)Cn3cnnn3)ccc2O[C@H]1CN(C)Cc1ccc2c(c1)OCO2	nt	5	1	-8	-4	3	3	-10
39	COc1ccc(Nc2nc3ccccc3n3cnnc23)cc1Cl	-26	-2	-1	-24	6	-3	nt	0
40	Cc1ccc(CNC(=O)C(=O)NCCCn2ccnc2)cc1	nt	nt	nt	7	2	1	3	nt
41	Cc1ccc2c(c1)Oc1ccccc1C=C2C(=O)O	6	0	-1	-20	2	-18	-15	1
42	COc1ccc(CNC(=O)OCCN2CCN(S(=O)(=O)c3ccc(C)cc3)CCC2=O)cc1	-14	5	0	-5	14	-2	-6	-8
43	CCc1nc(C)cn1S(=O)(=O)c1cc(Br)ccc1OC	nt	0	-3	nt	nt	12	7	1
44	Cc1ccc2nc(C(F)(F)F)c(C#N)c(N)c2c1	nt	2	6	65*	1	0	28	?
45	COCCNC(=O)C(=O)Nc1cccc(Br)c1	nt	-2	1	-8	6	-2	2	26
46	CC(C)NC(=O)N(C)C[C@H]1Oc2ccc(NS(=O)(=O)c3ccc(F)cc3)cc2C(=O)N([C@H](C)CO)C[C@H]1C	-1	-2	2	18	12	-10	12	-9
47	CCCc1nc2ccccc2c(=O)n1CCc1ccccc1	-16	1	-8	15	-7	-6	nt	-19
48	CN(c1ccccc1)S(=O)(=O)c1ccc(NC(=O)c2nc(S(C)(=O)=O)ncc2Cl)cc1	133*	-1	4	10	36	-8	nt	-400

Random excerpt: 2 entries already listed, in no set order.
entry	canonical_smiles	PAX8 reporter	Cneo AK release	PglD inh	LGR2 antag	GSIS activator	ARNT-TACC3 inh	PGC1a acetyl inh	C2C12 statin
47	CCCc1nc2ccccc2c(=O)n1CCc1ccccc1	-16	1	-8	15	-7	-6	nt	-19
42	COc1ccc(CNC(=O)OCCN2CCN(S(=O)(=O)c3ccc(C)cc3)CCC2=O)cc1	-14	5	0	-5	14	-2	-6	-8

(listing goes on)
entry	canonical_smiles	PAX8 reporter	Cneo AK release	PglD inh	LGR2 antag	GSIS activator	ARNT-TACC3 inh	PGC1a acetyl inh	C2C12 statin
49	C[C@@H]1C(=O)O[C@H]2[C@H]1CC[C@@]1(C)C(=O)C=C[C@@](C)(O)[C@H]21	9	0	10	-1	7	nt	1	6
50	CCCNC(=O)N(C)C[C@@H]1Oc2ncc(C#C[C@H](C)O)cc2C(=O)N([C@@H](C)CO)C[C@H]1C	nt	-5	3	-20	12	-9	7	nt
51	NCCCC[C@@H]1NC(=O)c2cc([N+](=O)[O-])cc(F)c2NCCCC[C@@H](C(N)=O)NC(=O)[C@H](CCC(N)=O)NC1=O	-6	-5	-10	-16	9	11	-14	-8
52	O=C(c1ccc(COc2ccccc2Br)o1)N1CCN(c2ccccn2)CC1	nt	8	4	nt	nt	1	nt	4
53	CC1CCN(C2=NC(=O)/C(=C/c3cccc(O)c3)S2)CC1	-27	-7	0	-30	-16	-3	-3	4
54	CC(=O)c1cccc(CN2CCC(n3nccc3NC(=O)c3ccc4c(c3)OCO4)CC2)c1	12	0	0	-7	3	-4	nt	5
55	Cc1ccc(S(=O)(=O)Nc2ccc3c(c2)C(=O)N([C@H](C)CO)C[C@H](C)[C@@H](CN(C)C(=O)CCCN(C)C)OCCCC[C@@H](C)O3)cc1	-26	51	0	1	8	14	4	nt
56	COc1cc2cc(CN(Cc3cccnc3)C(=O)Nc3ccccc3F)c(=O)[nH]c2cc1OC	20	-2	-8	-8	0	-2	nt	-4
57	COc1ccc(C2C(C(=O)N3CCCC3)c3cc(OC)c(OC)cc3C(=O)N2C)cc1OC (stereo unspecified)	20	1	-5	nt	nt	-1	8	8
58	Cc1cc(C)c(C#N)c(SCc2nnc(-c3ccccc3[N+](=O)[O-])o2)n1	-192	nt	nt	-110	-5	8	5	-5
59	Cc1ccc(S(=O)(=O)Nc2nc(C)c(C(=O)NN)s2)cc1	16	-2	0	3	26	-6	-2	nt
60	COc1cccc(C(=O)NC(=S)Nc2ccc3oc(=O)ccc3c2)c1	4	-2	3	-24	-5	2	-4	-1
61	O=C(Nc1ccc2c(c1)[C@@H]1C[C@H](CC(=O)N3CCCCC3)O[C@@H](CO)[C@@H]1O2)NC1CCCC1	-4	-3	0	1	-2	8	5	-1
62	Cc1ccc(CSCC(=O)N(C)CC(=O)Nc2ccc(C)cc2)cc1	-18	0	-1	0	-42	-4	-7	14
63	Cc1ccccc1S(=O)(=O)N[C@H]1CC[C@H](CCNS(=O)(=O)c2cccc(F)c2)O[C@H]1CO	11	93*	1	1	-7	9	-2	2
64	O=NN1CCN(c2ccncc2S(=O)(=O)N2CCCCC2)CC1	5	2	4	-27	12	1	nt	0
65	CO[C@H]1CN(C)C(=O)c2cc(NC(=O)NC(C)C)ccc2OC[C@@H](C)N(Cc2ccccn2)C[C@@H]1C	-15	-3	2	-1	10	-3	3	-30
66	CC(C)NC(=O)N[C@H]1CC[C@@H](CCn2cc(-c3ccccc3)nn2)O[C@@H]1CO	-10	6	4	-12	0	nt	1	5
67	O=C(c1ccc(Cl)c(S(=O)(=O)N2CCOCC2)c1)N1CCCC1	4	1	-1	-31	20	-4	-3	-7
68	COC(=O)c1ccc(-n2nnnc2SCc2nn[nH]n2)cc1	-10	1	-3	nt	nt	-2	nt	nt

Assay outcomes (PubChem BioAssay)
